APJ antagonist: antagonists of human APJ apelin receptor; CHO-K1 APJ beta-arrestin complementation, luminescence; inhibition, % at 20 µM; 330,000 tested, 0.32% active; AID 2521;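 active = inhibition above about 40% at 20 µM, limit read from the data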;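 also: cells challenged with 10 nM apelin-13 agonist together with compound; plate controls were apelin-13 plus DMSO wells for no effect and DMSO wells lacking apelin-13 for full effect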
Target sequence (P35414 whole entry, looked up): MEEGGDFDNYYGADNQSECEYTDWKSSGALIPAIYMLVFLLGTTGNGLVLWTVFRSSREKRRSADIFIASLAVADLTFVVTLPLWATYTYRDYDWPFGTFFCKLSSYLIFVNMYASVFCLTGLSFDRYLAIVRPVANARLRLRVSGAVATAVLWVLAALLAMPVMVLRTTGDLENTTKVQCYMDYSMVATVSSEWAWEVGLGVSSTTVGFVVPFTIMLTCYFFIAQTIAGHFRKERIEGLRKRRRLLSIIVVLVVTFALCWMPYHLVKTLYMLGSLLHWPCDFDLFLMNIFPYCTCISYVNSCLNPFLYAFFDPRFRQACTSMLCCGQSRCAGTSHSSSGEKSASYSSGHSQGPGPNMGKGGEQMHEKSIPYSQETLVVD
CCR6 antagonist: antagonists of human CCR6 receptor; inhibition, % at 20 µM; AID 493098; 340,000 tested, 0.49% active; P51684; CHO-K1 CCR6 PathHunter beta-arrestin, luminescence, CCL20-stimulated;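 active = compounds whose inhibition of the agonist-driven luminescence signal at 20 µM reaches about 50%, limit read from the data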;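 also: cells stimulated with CCL20 at 14 nM final; plate controls were DMSO with CCL20 for no effect and DMSO without agonist for full effect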
CXCR6 inh: CXCR6 (human) receptor inhibition | CHO-K1 PathHunter CXCR6 beta-arrestin, luminescence | inhibition, % at 20 µM | 360,000 tested, 0.36% active | AID 602244; in the data active = inhibition above about 34%, passing the limit was not always enough;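 also: antagonist mode with CXCL16 agonist at 10 nM final; 0% = 10 nM CXCL16 with DMSO and 100% = unstimulated wells without agonist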
Target sequence (O00574 whole entry, looked up): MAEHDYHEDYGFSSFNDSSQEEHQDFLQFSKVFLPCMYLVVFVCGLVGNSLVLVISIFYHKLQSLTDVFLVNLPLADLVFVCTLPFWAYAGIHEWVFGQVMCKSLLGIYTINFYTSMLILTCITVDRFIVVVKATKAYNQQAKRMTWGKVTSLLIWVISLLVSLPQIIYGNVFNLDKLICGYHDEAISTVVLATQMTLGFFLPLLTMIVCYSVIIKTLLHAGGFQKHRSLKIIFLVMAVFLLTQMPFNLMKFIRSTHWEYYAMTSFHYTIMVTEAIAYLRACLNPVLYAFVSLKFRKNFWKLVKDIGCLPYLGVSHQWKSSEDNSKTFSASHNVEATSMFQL
tim23-1 inh: growth inhibitors of tim23-1 mutant yeast. inhibition, % at 20 µM. AID 463212. S. cerevisiae tim23-1 growth, BacTiter-Glo luminescence, 24 h. 330,000 tested, 1.3% active;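 active = growth inhibition of the mutant yeast at or above 50%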;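 also: temperature-sensitive mutant grown at 25 °C; plate controls were DMSO-treated mutant yeast for no effect and medium wells lacking yeast for full effect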
CHOP UPR activ: activators of apoptotic arm of unfolded protein response (CHOP). CHO-CHOP luciferase reporter, UPR activation, luminescence; percent of tunicamycin response over DMSO baseline. activation, % at 10 µM. 330,000 tested, 0.34% active. AID 449763;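 active = at 10 µM dose, activation of 40% or more, normalized to positive control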;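 also: 100% = tunicamycin at 10 µg/mL and 0% = DMSO alone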
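Assay system: CHO-CHOP cells, stable luciferase reporter of PERK-eIF2a-CHOP signalling / Buffer or medium: F12 plus 10% serum / Compound dosing: one dose, 10 µM in 0.5% DMSO / Times: 6 h compound treatment, 37 °C / Technique: luciferase luminescence / Read-out: % reporter activation, DMSO baseline versus tunicamycin full activation / Benchmarks: tunicamycin and DMSO controls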
UPR XBP1 act: activators of adaptive arm of unfolded protein response (XBP1); CHO-XBP1 luciferase reporter, IRE1-XBP1 UPR activation, luminescence; percent of tunicamycin response, DMSO as zero; activation, % at 20 µM; 330,000 tested, 0.33% active; AID 463104;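 active = versus positive control, 20 µM dose yields 30% or more activation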;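 also: 100% = tunicamycin at 10 µg/mL and 0% = DMSO only wells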
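Material: IRE1-XBP1 luciferase reporter CHO line / Quantity: one thousand reporter cells per well / Buffer or medium: F12 with 10% serum / Compound: 20 µM single concentration, DMSO 1% / Times: 6 h treatment, 37 °C / Detection: Steady-Glo luciferase glow luminescence, 10 min after reagent addition / Benchmarks: tunicamycin high, DMSO low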
Mdm2-MdmX inh: inhibitors of human Mdm2/MdmX interaction; O15151+Q00987; SaOS-2 split-luciferase Mdm2/MdmX complementation, luminescence; inhibition, % at 8 µM; 330,000 tested, 3% active;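 active = inhibition of at least 50% at 8 µM in the primary screen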
APJ agonist: activates the human apelin receptor APJ | P35414 | CHO-K1 APJ PathHunter beta-arrestin, luminescence; 0% DMSO wells, 100% apelin | activation, % at 20 µM | 330,000 tested, 0.11% active;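 active = activation more than six SD over the plate average, tested at 20 µM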;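 also: 0% = DMSO alone and 100% = apelin-13 at 10 nM; some results filed as inactive read as strong as hits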
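Incubation: overnight seeding, 90 min compound at 25 °C, 1 h detection; test system: PathHunter CHO-K1 APJ (AGTRL-1) beta-arrestin reporter cells; amount: 1000 cells/well; doses: one dose, 20 µM compound, 1% DMSO; measured by: beta-gal luminescence; measure: agonist-driven arrestin binding to APJ; benchmarks: negative DMSO alone, positive Apelin-13 at 10 nM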
EBI2 block: blocks human EBI2 receptor beta-arrestin signaling | 360,000 tested, 0.81% active | P32249 | AID 651636 | inhibition, % at 5 µM | EBI2 beta-arrestin recruitment, luminescence, 7a,25-OHC stimulated; in the data active = inhibition above about 38%;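 also: enzyme fragment complementation signal reports receptor beta-arrestin coupling in cells; 0% = agonist plus DMSO wells and 100% = wells without agonist; some results beyond the cut were filed as inactive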
Target sequence (P32249 whole entry, looked up, the tested form may be a part): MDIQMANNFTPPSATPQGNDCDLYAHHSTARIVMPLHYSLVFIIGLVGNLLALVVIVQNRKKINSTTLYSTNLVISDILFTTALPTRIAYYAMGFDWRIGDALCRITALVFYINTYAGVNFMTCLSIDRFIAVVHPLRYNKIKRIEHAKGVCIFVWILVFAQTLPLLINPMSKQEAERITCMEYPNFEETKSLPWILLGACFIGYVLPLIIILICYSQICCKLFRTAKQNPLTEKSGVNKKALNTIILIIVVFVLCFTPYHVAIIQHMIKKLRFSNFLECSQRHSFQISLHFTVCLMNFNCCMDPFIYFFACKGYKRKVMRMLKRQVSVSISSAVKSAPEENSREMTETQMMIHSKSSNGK
Active calls of the source: *. The list is partial; the hit share may differ from the screen's.

canonical_smiles	APJ antagonist	CCR6 antagonist	CXCR6 inh	tim23-1 inh	CHOP UPR activ	UPR XBP1 act	Mdm2-MdmX inh	APJ agonist	EBI2 block
O=C(NCCS(=O)(=O)N1CCN(c2ccccc2)CC1)c1ccco1	7	13	3	-4	0.6	-1	13	0	10
C=CCN1C(=O)CN=C1Nc1cccc(C)c1	-2	12	-4	7	-2.4	0	-9	2	-9
CC1CCN(C(=O)CSc2nncn2-c2ccccn2)CC1	5	4	2	14	0.0	-1	19	-4	-7
C=C1CCN(c2ccc(C(=O)NCc3ccc(C)cc3)cc2[N+](=O)[O-])CC1	17	25	22	4	1.3	-3	12	-7	5
c1ccc(OCCCn2nnc(-c3cccnc3)n2)cc1	20	4	-10	5	0.1	2	-14	2	-9
NC(=O)CCn1c(C(=O)c2ccc(Cl)cc2)c2ccccc2[n+]1[O-]	-11	-15	6	16	-0.3	-1	26	-2	-9
CCCCCc1cc(=O)oc2c(C(CCN3CCN(c4ccccc4)CC3)c3ccc(N(C)C)cc3)c(OC)cc(OC)c12 (stereo unspecified)	3	4	10	-7	0.3	4	32	1	5
Cn1c(=O)[nH]c(=O)c2c1nc(N1CCCCCC1)n2CC(N)=O	11	-3	9	12	-0.6	6	12	-1	3
CC(C)CC(=O)Nc1cc(C(F)(F)F)ccc1N1CCOCC1	8	12	3	-3	0.5	1	-16	-2	0
O=S(=O)(NCC(O)c1ccccc1)c1cc(Cl)sc1Cl (stereo unspecified)	-5	-3	-3	16	-0.7	-7	14	-2	2
O=C(NCc1ccc2c(c1)OCO2)C1CC(=O)N(CCc2ccc(F)cc2)C1 (stereo unspecified)	8	15	-1	3	-0.5	-4	22	-1	6
CCOC(=O)Nc1cc(OCC)c(NC(=O)C2CC2)cc1OCC	-13	-3	-4	-7	-1.0	-5	21	0	2
O=C(Nc1ccc(F)c(Cl)c1)c1ccc2c(c1)OCO2	-2	7	6	37	5.7	-3	-70	-1	-3
Cc1cc(NCC2CCCCC2)nc2ccccc12	-1	3	-4	27	2.2	7	4	1	8
O=C(CN1C(=O)C2CC=CCC2C1=O)Nc1nnc(C2CC2)s1 (stereo unspecified)	17	1	-4	-16	1.1	-3	-9	-3	4
COc1ccc(NC(=O)c2sccc2SCC#N)cc1	-16	-2	4	15	2.6	0	1	3	-6
Cc1nnc(SCC(=O)Nc2ccc(O)cc2)c2ccccc12	-6	12	0	2	1.7	-6	-1	-2	7
CCOc1ccc(CCNS(=O)(=O)c2cc3c(cc2C)NC(=O)CO3)cc1OCC	-4	-8	-2	-10	1.8	-2	-12	-1	-6
O=C(Nc1ccc(Cl)cc1)C1CCN(C(=O)c2cccs2)CC1	8	9	-8	1	2.4	-4	7	-2	-8
Cc1cc(C)n(CC(C)C(=O)O)n1 (stereo unspecified)	2	0	7	-2	3.1	-2	-21	0	-6
C/C(=N/NC(=O)c1ccccn1)c1ccncc1	-7	-3	-6	6	3.1	0	-22	0	1
O=C(CCn1c(=S)oc2ccccc21)NCCC1=CCCCC1	3	-2	-2	9	0.4	1	-7	-2	14
COc1cc(S(=O)(=O)N(Cc2cccnc2)Cc2ccco2)ccc1-n1cnnn1	20	8	-1	-7	-2.4	-5	8	-1	12
Cc1ccc(-c2nc(SCC(=O)N(C)C3CCS(=O)(=O)C3)[nH]c2-c2ccc(C)cc2)cc1 (stereo unspecified)	-12	-7	3	4	0.3	0	-29	1	5
CCOC(=O)CNC(=O)OC1CCN2Cc3ccccc3N=C12 (stereo unspecified)	-15	7	4	11	-2.0	-2	-41	2	5

Following part
canonical_smiles	APJ antagonist	CCR6 antagonist	CXCR6 inh	tim23-1 inh	CHOP UPR activ	UPR XBP1 act	Mdm2-MdmX inh	APJ agonist	EBI2 block
O=C(Nc1cccc2ccccc12)c1ccc(Cn2cc(Cl)cn2)cc1	-23	-9	-5	39	0.7	-2	16	-1	-1
C/C(=N\NC(=S)NCc1ccccc1)c1ccc(C(C)(C)C)cc1	34	62*	39	38	-1.4	1	15	-7	37
O=C(COC(=O)C1C2CC3OC(=O)C1C3C2)Nc1cccc(C(F)(F)F)c1 (stereo unspecified)	-3	11	-10	19	-2.0	-6	-3	1	0
Cc1ccc(CN(C(=O)c2csnn2)C(C(=O)NC2CCCC2)c2cccnc2)cc1 (stereo unspecified)	8	16	6	3	2.1	-1	1	-1	-12
COc1ccc(/C=C/C(=O)N2CCN(c3ccccn3)CC2)c2ccccc12	10	4	3	31	2.2	-2	-10	-1	11
COc1ccc(C(CNC(=O)c2cccc(S(=O)(=O)Nc3ccccc3OC)c2)N2CCOCC2)cc1 (stereo unspecified)	-46	16	-3	12	-0.4	1	-9	-4	-1
Cc1cc(SCCOc2ccc(Br)cc2)nc(N)n1	1	-2	-10	-7	-1.2	0	-10	-4	3
Cc1noc(/C=C/N(C)C)c1S(=O)(=O)N1CCN(c2ccc(F)cc2)CC1	3	-1	7	22	-0.6	-7	20	-5	-2
COC(=O)[C@H](c1ccccc1Cl)N1CCc2sccc2C1	21	21	5	10	-2.2	-8	3	-4	-8
Fc1ccc(C2Nc3cccc4cccc(c34)N2)cc1	11	20	-4	57*	2.1	-3	5	3	-6
COc1ccccc1NS(=O)(=O)c1cccc(NC(=O)c2cncc(Br)c2)c1	4	9	-9	1	-1.7	-2	46	-4	9
C#CCOCCOCCOCCNc1nc(N2CCN(C(=O)CCCCCCCCCCNC(=O)Cn3cc(CCCCCN)nn3)CC2)nc(N2CCN(C(=O)CCCCCCCCCCNC(=O)[C@H](CO)n3cc(CCCSC)nn3)CC2)n1	2	-10	10	33	-2.4	1	11	-5	4
CSc1ccccc1C(=O)N1CCN(c2ccc(F)cc2)CC1	-4	10	-4	29	-0.6	-3	22	-1	2
CSc1nc(NCC(C)O)c2c3c(sc2n1)CN(C)CC3 (stereo unspecified)	16	-9	3	12	-0.9	-3	-4	-3	2
CCN(CC)CCCNC(=O)CC1Sc2ccccc2NC1=O (stereo unspecified)	5	10	-3	7	1.4	-2	-12	-3	-7
C=CCCC(=O)N1CCC(n2nccc2NC(=O)CCCc2ccccc2)CC1	-2	-9	-6	3	2.6	-3	10	9	1
Cc1ccc(NC(=O)C(=O)C2C(=O)Nc3ccccc32)cc1 (stereo unspecified)	9	11	2	3	3.9	-1	-11	-2	2
C[C@@H]1CN([C@H](C)CO)C(=O)Cc2cc(NC(=O)Nc3ccccc3)ccc2O[C@@H]1CN(C)C(=O)Nc1ccc2c(c1)OCO2	9	9	-4	-12	-0.7	3	-4	-4	-6
Cc1cnc(C(=O)OCC(=O)NC2CCCCCC2)cn1	7	-3	1	6	-1.7	0	34	1	2
NNC(=O)c1cn2ccccc2n1	13	-2	2	4	-1.3	-2	21	-4	-8
Cc1ccc(NC(=O)CC2COc3ccccc3O2)cc1 (stereo unspecified)	4	-1	-11	25	1.0	1	-58	3	9
CC(C)OC(=O)CN1C(=O)C(=O)c2ccccc21	103*	108*	68*	2	6.0	-1	9	-20	54*
S=C(NCc1cccnc1)Nc1ccc2c(c1)OCO2	14	4	1	2	1.8	-1	-20	-1	7
CN(Cc1ccccc1)S(=O)(=O)c1ccc(Cl)c(C(=O)NCCCN2CCOCC2)c1	9	9	2	-5	-1.5	1	8	-3	4
COc1cc2ccccc2cc1C(=O)Nc1ccc(N2CCN(C(=O)C(C)C)CC2)cc1	-29	1	6	14	6.8	-6	22	20*	21

Going on with the list.
canonical_smiles	APJ antagonist	CCR6 antagonist	CXCR6 inh	tim23-1 inh	CHOP UPR activ	UPR XBP1 act	Mdm2-MdmX inh	APJ agonist	EBI2 block
O=C(O)COc1ccc2c(c1)O/C(=C\c1ccco1)C2=O	-3	19	5	20	-0.6	-2	5	-4	-2
[O-][n+]1cccc2c(Br)cc(Br)c(O)c21	-23	21	23	40	0.0	0	51*	4	-5
COC(=O)C1(C)NC(c2cccc(C)c2)C2C(=O)N(c3ccc(F)cc3)C(=O)C21 (stereo unspecified)	-15	1	-2	10	1.3	-3	10	-3	6
COCCNC(=O)C(C)OC(=O)c1cc2occc2n1C (stereo unspecified)	4	-6	-5	-1	1.7	-2	11	3	-6
CC(=O)Nc1ccc(Sc2ncccc2C(=O)Nc2ccc(OC(F)(F)F)cc2)cn1	13	-12	-5	7	1.9	24	23	13	-7
CCCCCCC(=O)N(O)C1CC(=O)N(c2ccc(Br)cc2)C1=O (stereo unspecified)	-6	15	-2	33	1.9	1	36	-1	8
Cc1sc2ncnc(SC(C)C#N)c2c1C (stereo unspecified)	-5	12	2	26	1.3	-1	17	-4	-21
O=C(CN1CCCC1)Nc1ccc(F)cc1	-4	-15	9	-2	-0.3	-1	7	2	-9
CCOC(=O)c1cc(C(=O)Nc2cccc(C)c2)nn1C	15	23	8	4	2.1	3	-89	-5	-3
CCOc1cc(S(=O)(=O)NC2CCCC2)ccc1Cl	8	11	-12	23	-2.6	0	2	-7	-9
Cn1c(C23CC4CC(CC(C4)C2)C3)n[nH]c1=S	-2	-9	-4	33	1.8	-2	11	-3	-12
CCOc1ccccc1NC(=O)c1ccc(F)c(S(=O)(=O)N2CCC3(CC2)OCCO3)c1	0	15	0	38	-2.7	-1	8	-3	7
OC1(c2ccc(Cl)cc2)CCN(Cc2cn[nH]c2-c2ccccc2)CC1	-10	23	6	-2	-1.8	-2	-1	-5	2
CC(=O)N1CCC(N(CCCOC(C)C)C(=O)Nc2ccc(C)c(C)c2)CC1	12	3	0	7	-0.2	-1	-10	-5	-1
CCCOC(=O)C1C2C=CC(C3CC23)C1C(=O)OCC(=O)c1ccccc1 (stereo unspecified)	-3	5	4	22	0.0	-1	12	-3	5
C=CCNC(=O)c1onc(CSc2cccc(C)c2)c1C(=O)O	-10	3	3	1	1.7	0	5	7	3
N#CCC(=O)Nc1ccc(C(=O)Nc2ccc3c(c2)OCO3)cc1	8	19	0	-13	1.7	-1	-10	-3	5
COc1ccc(OC)c2sc(NC(=O)C(C)C)nc12	9	-1	2	28	0.9	-1	20	1	-3
CCCc1cc(N2CCN(c3ccccn3)CC2)n2nc(C)c(-c3ccccc3)c2n1	-8	20	7	-24	-1.0	-2	20	-6	21
Cc1ccccc1C(=O)N(C)Cc1ccccc1	15	0	0	11	0.0	1	-11	-2	-12

Pulled by structure from the entries so far:
canonical_smiles	APJ antagonist	CCR6 antagonist	CXCR6 inh	tim23-1 inh	CHOP UPR activ	UPR XBP1 act	Mdm2-MdmX inh	APJ agonist	EBI2 block
CCCOC(=O)C1C2C=CC(C3CC23)C1C(=O)OCC(=O)c1ccccc1 (stereo unspecified)	-3	5	4	22	0.0	-1	12	-3	5
COCCNC(=O)C(C)OC(=O)c1cc2occc2n1C (stereo unspecified)	4	-6	-5	-1	1.7	-2	11	3	-6

Screens as filed in PubChem BioAssay.
